Compound activity (PubChem BioAssay)
BLM helicase inh – qHTS Assay for Inhibitors of Bloom's syndrome helicase (BLM); recombinant BLM DNA unwinding, fluorescence dequenching; Potency, µM (titrated, usually from 56.1 µM), inactives show at the top dose activity change, negative = inhibition, usual class: inhibitors; 0.2% of 350,000 active;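 also: plate controls were vehicle for no effect and no enzyme for full effect; nearly all actives have a fitted effect of over 35% in size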
BAZ2B block – qHTS Assay for Inhibitors of BAZ2B | Bromodomain adjacent to zinc finger domain protein 2B (Homo sapiens), Q9UIF8 | AlphaScreen BAZ2B-H3K14Ac peptide displacement | Potency, µM (doses to about 114 µM), inactives show at the highest dose activity change, negative = inhibition, hits mostly inhibitors | 4.4% of 360,000 active; also: % is scaled to controls: 0 for no effect and ±100 for the full control effect; nearly all actives have a fitted effect of over 60% in size
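BAZ2B (50 nM) with biotin-H3(5-23)K14Ac peptide (50 nM) in PBS pH 7.4, 0.01% Tween-20, preformed 30 min, then compound 30 min at room temperature; top concentration 110uM. AlphaScreen streptavidin donor/nickel chelate acceptor beads (10 ug/mL final), 20 min dark, signal read.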
GLS inh – qHTS for Inhibitors of Glutaminase (GLS); Glutaminase kidney isoform, mitochondrial (Homo sapiens), O94925; GLS enzymatic activity, qHTS titration; Potency, µM (series often up to 45.5 µM), inactives show at the top dose activity change, negative = inhibition, usual class: inhibitors; 0.21% of 410,000 active; AID 624170, 2012; also: % is scaled to controls: 0 for no effect and ±100 for the full control effect
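hKGA; 45 mM KH2PO4 pH 8.2 + 0.02% Tween-20; cpd via pin tool; 1 mM Gln soln; GluOx/HRP/Amplex Red; RT 30 min; fluor. t0 & final.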
JMJD2A Tudor – qHTS Assay for Inhibitors of JMJD2A-Tudor Domain; Lysine-specific demethylase 4A (Homo sapiens), O75164; AlphaScreen JMJD2A-Tudor / H3K4me3 peptide binding; Potency, µM (doses to about 114 µM), for inactives: at the highest dose activity change, negative = inhibition, most hits filed as inhibitors; 4.4% of 390,000 active; AID 504339, 2011; also: % is scaled to controls: 0 for no effect and ±100 for the full control effect; nearly all actives have a fitted effect of over 50% in size
HP1b binding inh – HTS for Inhibitors of HP1-beta Chromodomain Interactions with Methylated Histone Tails; AlphaScreen HP1-beta / biotin-H3K9me3 peptide binding; Potency, µM (top dose mostly 114 µM), without a hit: at the top dose activity change, negative = inhibition, usual class: inhibitors; 0.56% of 390,000 active; also: nearly all actives have a fitted effect of over 70% in size; inactives centre near 23
Target sequence (P83916 whole entry, looked up): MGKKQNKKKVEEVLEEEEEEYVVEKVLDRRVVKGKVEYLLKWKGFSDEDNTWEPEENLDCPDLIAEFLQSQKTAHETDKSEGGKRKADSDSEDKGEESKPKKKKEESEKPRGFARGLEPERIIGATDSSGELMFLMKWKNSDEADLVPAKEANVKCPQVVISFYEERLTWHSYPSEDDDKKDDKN
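HP1-beta protein (50 nM final) preincubated 30 min at room temperature with biotinylated H3(1-18)K9me3 peptide (50 nM) in PBS pH 7.4, 0.01% Tween-20, then compound added for 30 min. AlphaScreen streptavidin donor/nickel chelate acceptor beads (10 ug/mL final), 30 min dark, luminescence read.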
Pol iota inh – qHTS for Inhibitors of Polymerase Iota; DNA polymerase iota (Homo sapiens), Q9UNA4; Pol iota fluorescent replication assay, 10 min; Potency, µM (highest dose often 115 µM), for inactives: at the top dose activity, negative = inhibition, most hits filed as inhibitors; 1% of 390,000 active; AID 588590, 2011
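Fluorescent replication assay read twice, at 0 min and 10 min after adding 50 nM (final) substrate. Enzyme (10 nM) and compounds were first incubated 15 min at room temperature; enzyme-free buffer wells were negative controls.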
Tb PGK inh – qHTS Assay to Find Inhibitors of Phosphoglycerate Kinase | Phosphoglycerate kinase, glycosomal (Trypanosoma brucei brucei), P07378 | PGK/GAPDH coupled, Kinase-Glo luminescence, 60 min | Potency, µM (series often up to 57.5 µM), inactives show at the top dose activity change, negative = inhibition, most hits filed as inhibitors | 0.043% of 380,000 active; also: % is scaled to controls: 0 for no effect and ±100 for the full control effect; nearly all actives have a fitted effect of over 60% in size
Target sequence (P07378 whole entry, looked up): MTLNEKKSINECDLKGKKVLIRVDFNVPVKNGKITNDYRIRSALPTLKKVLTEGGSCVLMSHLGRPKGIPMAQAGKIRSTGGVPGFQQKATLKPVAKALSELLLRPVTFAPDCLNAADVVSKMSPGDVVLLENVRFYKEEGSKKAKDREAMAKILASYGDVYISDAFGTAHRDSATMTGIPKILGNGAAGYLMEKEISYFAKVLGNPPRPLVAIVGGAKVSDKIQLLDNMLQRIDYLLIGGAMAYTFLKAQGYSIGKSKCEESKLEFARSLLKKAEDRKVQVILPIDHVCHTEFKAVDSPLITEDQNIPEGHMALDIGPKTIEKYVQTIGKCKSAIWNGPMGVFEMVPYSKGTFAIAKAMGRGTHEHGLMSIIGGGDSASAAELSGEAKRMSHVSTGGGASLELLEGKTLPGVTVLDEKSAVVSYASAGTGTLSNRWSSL
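Luminescent ATP detection (Kinase-Glo Plus) follows a 60-minute room-temperature incubation, with wells lacking PGK as controls. Buffer: 100 mM TEA (pH 7.6), 5 mM MgCl2, 0.01% Tween-20. Coupling enzyme GAPDH (100 nM final) supplies unstable 1,3-BPG in-well.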
Pin1 inh – qHTS Assay to Find Inhibitors of Pin1 | Peptidyl-prolyl cis-trans isomerase NIMA-interacting 1 (Homo sapiens), Q13526 | Pin1 FP peptide displacement, HiFluor488, 10 min | Potency, µM (highest dose often 115 µM), for the others: at the top dose activity, negative = inhibition, usual class: inhibitors | 0.009% of 390,000 active; active = well fitted inhibition curve with a large enough effect in the polarisation, with a control signal flat, not every such curve was filed as active; inconclusive = small, poorly fitted or top-dose-only effect, or effect the other way, or a change in a side signal; inactive = no such curve, though single readings can be large or run the other way; the % refers to the polarisation; also: % is scaled to controls: 0 for no effect and ±100 for the full control effect
Target sequence (Q13526 whole entry, looked up): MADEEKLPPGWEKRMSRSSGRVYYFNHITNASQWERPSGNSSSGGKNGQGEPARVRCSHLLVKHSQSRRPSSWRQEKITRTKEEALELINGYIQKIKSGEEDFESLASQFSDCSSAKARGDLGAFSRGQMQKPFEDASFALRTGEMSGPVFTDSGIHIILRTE
G9a block – qHTS Assay for Inhibitors of Histone Lysine Methyltransferase G9a | G9a H3K9 monomethylation, AlphaScreen, 2 h | Histone-lysine N-methyltransferase EHMT2 (Homo sapiens), Q96KQ7 | Potency, µM (series often up to 102 µM), without a hit: at the highest dose activity, negative = inhibition, usual class: inhibitors | AID 504332, 2011 | 8.8% of 350,000 active; also: % is scaled to controls: 0 for no effect and ±100 for the full control effect; nearly all actives have a fitted effect of over 75% in size
Target sequence (Q96KQ7 913-1193 limits assumed): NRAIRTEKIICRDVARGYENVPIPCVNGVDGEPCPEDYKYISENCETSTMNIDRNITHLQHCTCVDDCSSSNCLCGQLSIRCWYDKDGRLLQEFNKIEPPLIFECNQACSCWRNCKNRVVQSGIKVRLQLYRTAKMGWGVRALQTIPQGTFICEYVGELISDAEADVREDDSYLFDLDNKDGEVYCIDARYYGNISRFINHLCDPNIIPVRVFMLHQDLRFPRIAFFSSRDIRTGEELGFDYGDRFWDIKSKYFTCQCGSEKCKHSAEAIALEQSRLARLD
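Chemiluminescent proximity detection of H3K9 monomethylation, read after 10 min bead incubation in the dark. Reaction: 20 nM G9a, 500 nM biotin-H3K9 peptide, 20 uM SAM cofactor, 2 h, room temperature, following 15 min enzyme-compound preincubation.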
Active calls of the source: *; i = inactive; ? = inconclusive; / = no result given; [ ] = another dose, or the depositor's remark. Unless noted, calls follow the shape of the dose curve; as a rule, active = well fitted curve in the direction sought with a large enough effect; inconclusive = small, poorly fitted or top-dose-only effect, or another doubt; inactive = no such curve, though single readings can be large; an effect the other way counts as inactive or inconclusive. Potency is read from the fitted curve at half-maximal effect.

1	O=C(NNc1nc2c(F)cccc2s1)C1=COCCO1
2	CC(=O)Nc1ccc(N2C(=O)CC(N3CC(C)OC(C)C3)C2=O)cc1 (configuration not stated)
3	COc1ccccc1C(=O)NCCC(=O)Nc1ccc(C)cn1
4	COc1ccccc1NC(=O)C1CCCN1C(=O)NCc1ccccc1 (configuration not stated)
5	COc1ccc(/C=C2\COc3ccccc3C2=O)c(OC)c1
6	Cc1ccc(-c2n[nH]c(=S)n2/N=C/c2c(C)[nH]n(-c3ccccc3)c2=O)cc1
7	COc1ccc(CN(C(=O)CO/N=C/c2ccccc2)c2ccccc2C(=O)O)cc1
8	CC(=O)Nc1ccc(C(=O)Nc2cc(C(F)(F)F)ccc2-n2cnc3ccccc32)cc1

assay / compound | 1 | 2 | 3 | 4 | 5 | 6 | 7 | 8
Pol iota inh | 169%[activator] | 6% | 34%[activator] | 11% | -16% | 13% | 51%[activator] | 73%[activator]
BLM helicase inh | -3% | 0% | 2% | -3% | -8% | -2% | 3% | -6%
BAZ2B block | -10% | 8% | -6% | 34% | -12% | / | -8% | -20%
GLS inh | ? | 4% | 8% | 2% | 4% | ? | 0% | 2%
Pin1 inh | -8% | -2% | -3% | 2% | -1% | -6% | -17% | 0%
G9a block | -4% | 22µM* | 16% | 2%[59 µM] | 16% | 1.3µM* | ? | 11%[59 µM]
HP1b binding inh | -17% | 53%[activator] | 23% | 15% | 22% | 13% | 36% | 27%
Tb PGK inh | -3% | 16% | -2% | -2% | -2% | i | i | 1%
JMJD2A Tudor | -6% | -13% | -8% | -5% | 1% | ? | -6% | -21%

9	CC(O)Cc1cn([C@@H](CCCCN)C(=O)N2CCNCC2)nn1 (some centres not stated)
10	O=C(/C=C/Nc1cccc(C(F)(F)F)c1)c1ccc(Oc2ncccn2)cc1
11	Oc1ccccc1CC=NC1CCCCC1
12	COC(=O)c1ccc(NC(=O)c2cc3cc4ccc(OC)c(Cl)c4nc3s2)cc1
13	CCN(CC)CCCNCC(=O)Nc1ccc2c(c1)CCC2
14	CCCCCC(=O)N/N=C(\C)c1ccc(Cl)cc1
15	CC(C)(C)C(=O)NC1(C(F)(F)F)C(=O)Nc2c1c(=O)[nH]c(=O)n2Cc1ccco1 (configuration not stated)
16	O=C(CN1CCN(Cc2ccc(F)cc2)C1=O)NC1CCCC1

assay / compound | 9 | 10 | 11 | 12 | 13 | 14 | 15 | 16
Pol iota inh | 15% | 14% | -5% | -4% | 24% | -3%[58.9 µM] | -2% | 13%
BLM helicase inh | 3% | -3% | / | -5% | -3% | -6% | -1% | -3%
BAZ2B block | -22% | 6% | / | -19% | 56µM* | 5% | -5% | -5%
GLS inh | 2% | 23% | -1% | -7% | 2% | 4% | -3% | -3%
Pin1 inh | 3% | -1% | -3% | -6% | -1% | -1% | -2% | 1%
G9a block | ? | -14%[59 µM] | / | 5%[59 µM] | 35µM* | 1%[2.33 µM] | ? | 26%[59 µM]
HP1b binding inh | 24% | 3% | 37% | 18%[57 µM] | ? | 30% | 61%[activator] | 9%
Tb PGK inh | -1% | 6% | i | -3% | -9% | -4% | -4% | -1%
JMJD2A Tudor | -9% | -11% | -9% | -18% | 28µM* | -1% | ? | -16%

17	CCc1ccc2oc(-c3cc(NC(=O)c4cc([N+](=O)[O-])ccc4N4CCOCC4)ccc3Cl)nc2c1
18	Cc1cccc(C(=O)Nc2c(-c3ccccc3)nc3cc(C)ccn23)c1
19	CCC(=O)NC(=S)Nc1ccccc1OC
20	O=C(/C=C/Nc1ccc(S(=O)(=O)Nc2cnc3ccccc3n2)cc1)c1cccnc1
21	COc1ccc(Cl)cc1NC(=O)N1CCC2(CC1)Oc1ccccc1C(=O)N2Cc1ccc(F)cc1
22	Cc1c(C(=O)Nc2nc(-c3ccccn3)cs2)oc2ccccc12
23	COC(=O)c1ccc(/C=N/NC(=O)C2CC(=O)N(c3ccc(F)cc3)C2)cc1 (configuration not stated)
24	COc1ccc(Cl)cc1S(=O)(=O)n1c([N+](=O)[O-])cnc1C

assay / compound | 17 | 18 | 19 | 20 | 21 | 22 | 23 | 24
Pol iota inh | 15% | -7% | -3% | ? | 14% | ? | 38%[activator] | 18%
BLM helicase inh | -8% | -1% | -1% | 0% | -4% | / | -13% | -3%
BAZ2B block | ? | -9% | 12% | -19% | 1% | 35µM* | 0% | ?
GLS inh | -9% | 26% | 8% | 3% | 1% | 0% | -3% | -10%
Pin1 inh | 9% | 5% | 0% | ? | 1% | -2% | 9% | 7%
G9a block | ? | -36%[59 µM] | 8%[12.7 µM] | 71µM* | 6%[59 µM] | ? | 21% | -15%[0.501 µM]
HP1b binding inh | -5% | 3% | ? | 26% | 39%[activator] | ? | 34% | 11%
Tb PGK inh | -1% | 0% | -1% | -2% | i | 0% | i | -7%
JMJD2A Tudor | -33% | -23% | -13%[11.4 µM] | -8% | -11% | ? | -11% | 1%

25	CCOc1ccc(S(=O)(=O)N(CC(=O)O)c2ccc(C)cc2)cc1
26	CCOc1cc(N2CCOCC2)c(OCC)cc1NC(=O)Cn1cnc2c(=O)n(C)c(=O)n(C)c21
27	CCOC(=O)c1nncc(-c2ccccc2)n1
28	CCOc1ccc(N(CC(=O)Nc2c(C)n(C)n(-c3ccccc3)c2=O)S(=O)(=O)c2ccc(F)cc2)cc1
29	Cn1c(Nc2ccccc2)cc(=O)n(C)c1=O
30	C/C(=N\N1CCN(c2ccc(Cl)cc2)CC1)c1cccc([N+](=O)[O-])c1
31	NC(=O)c1ccc(NC(=O)CCNC(=O)c2ccco2)cc1
32	O=c1c2ccccc2nc2n1C(CSc1ccc(Cl)cc1)CN2 (configuration not stated)

assay / compound | 25 | 26 | 27 | 28 | 29 | 30 | 31 | 32
Pol iota inh | 19% | 11% | 19% | ? | -13% | 63%[activator] | -7% | -2%
BLM helicase inh | 0% | -1% | / | 2% | -8% | -8% | -4% | 4%
BAZ2B block | -3% | -3% | 11% | -1% | 5% | ? | -4% | 11%
GLS inh | 1% | 3% | 2% | 2% | 11% | -4% | -2% | -16%
Pin1 inh | -2% | 0% | -3% | -13% | -8% | -1% | 8% | -7%
G9a block | -35%[12.7 µM] | ? | -5%[0.501 µM] | ? | 62% | 22µM* | 6%[12.7 µM] | 0%[59 µM]
HP1b binding inh | 23% | 37% | 18% | -1% | 38% | -17% | 31% | 22%
Tb PGK inh | 2% | -2% | 0% | -10% | / | -6% | 6% | 0%
JMJD2A Tudor | -15% | 6% | -27% | -27% | -13% | ? | -12% | 2%

33	C/C(=N/NC(=O)CN1CCN(Cc2ccccc2Cl)CC1)c1cccs1
34	N#Cc1nc(-c2cccs2)oc1NCc1ccccc1Cl
35	COc1cccc(-c2noc(-c3cccnc3)n2)c1
36	CCOC(=O)c1cc(NC(=O)Nc2ccc(OC)c(OC)c2)c(C)nc1C
37	Oc1ccc(C(=S)N2CCN(c3cccc(Cl)c3)CC2)cc1
38	CCN1CCN(c2nc(Nc3ccccc3F)nc(N)c2[N+](=O)[O-])CC1
39	Cc1ccccc1Nc1nc(-c2cccc(Cl)c2)c2c(n1)-c1ccccc1OC2

assay / compound | 33 | 34 | 35 | 36 | 37 | 38 | 39
Pol iota inh | -17% | -6% | 39%[activator] | 23% | 112%[activator] | -7% | 4%
BLM helicase inh | -1% | 6% | 0% | -5% | -11% | -10% | -10%
BAZ2B block | -7% | ? | 6% | -7% | 40µM* | -26% | 5%
GLS inh | 0% | -1% | -2% | 16% | 14% | -1% | -3%
Pin1 inh | -4% | -1% | -3% | -5% | -13% | -11% | 2%
G9a block | / | ? | 46% | -12%[12.7 µM] | 5µM* | / | -15%[59 µM]
HP1b binding inh | 29% | -5% | 50%[activator] | 17% | ? | 1% | 29%
Tb PGK inh | -3% | -8% | -13% | -3% | -8% | -5% | 8%
JMJD2A Tudor | -24% | 5%[11.4 µM] | 12% | -12% | 56µM* | -18% | 3%

Exported with values under each structure: part of the list above.
Each structure is followed by: Pol iota inh, BLM helicase inh, BAZ2B block, GLS inh, Pin1 inh, G9a block, HP1b binding inh, Tb PGK inh, JMJD2A Tudor
32. O=c1c2ccccc2nc2n1C(CSc1ccc(Cl)cc1)CN2 (configuration not stated)
  -2%, 4%, 11%, -16%, -7%, 0%[59 µM], 22%, 0%, 2%
33. C/C(=N/NC(=O)CN1CCN(Cc2ccccc2Cl)CC1)c1cccs1
  -17%, -1%, -7%, 0%, -4%, /, 29%, -3%, -24%
34. N#Cc1nc(-c2cccs2)oc1NCc1ccccc1Cl
  -6%, 6%, ?, -1%, -1%, ?, -5%, -8%, 5%[11.4 µM]
35. COc1cccc(-c2noc(-c3cccnc3)n2)c1
  39%[activator], 0%, 6%, -2%, -3%, 46%, 50%[activator], -13%, 12%
36. CCOC(=O)c1cc(NC(=O)Nc2ccc(OC)c(OC)c2)c(C)nc1C
  23%, -5%, -7%, 16%, -5%, -12%[12.7 µM], 17%, -3%, -12%
37. Oc1ccc(C(=S)N2CCN(c3cccc(Cl)c3)CC2)cc1
  112%[activator], -11%, 40µM*, 14%, -13%, 5µM*, ?, -8%, 56µM*
38. CCN1CCN(c2nc(Nc3ccccc3F)nc(N)c2[N+](=O)[O-])CC1
  -7%, -10%, -26%, -1%, -11%, /, 1%, -5%, -18%
39. Cc1ccccc1Nc1nc(-c2cccc(Cl)c2)c2c(n1)-c1ccccc1OC2
  4%, -10%, 5%, -3%, 2%, -15%[59 µM], 29%, 8%, 3%

This is a subset, so the mix of outcomes need not match the whole.
